Assay outcomes deposited in PubChem by Sanford-Burnham Center for Chemical Genomics.
EphA4 KYL inhibition: EphA4 ligand-binding antagonists – biochemical, colorimetric, mouse EphA4, primary screen (AID 689); EphA4-AP binding to KYL peptide, pNPP A405; higher % means a stronger effect; inhibition, % at 10 µM; hits with a dose series show IC50 in µM; 62,000 tested, 0.1% active; in the data active means a potency from the dose series; inactive means the rest, 99 in 100 with inhibition below about 22%
* marks the source's active call; other numbers are inactive results; & = joins results of further samples.

EphA4 KYL inhibition	SMILES
-5%	O=C(O)CC1=C(O)C(=O)N(c2ccccc2)C1c1ccc(Br)cc1 (stereo not drawn)
-11%	CC(C)OC(=O)NCCOC(=O)Nc1cccc(Cl)c1
-9%	O=C(CSc1n[nH]c(-c2ccccc2)n1)Nc1ncc(Br)cc1Br
-9%	O=C(NC1CC1)C1=COCCO1
-3%	COn1c(=O)c(-c2ccccc2)[n+]([O-])c2ccccc21
-5%	Cc1nc(SCC(=O)c2ccc(F)cc2)c([N+](=O)[O-])[nH]1
2%	O=C(CCC(=O)OCc1ccc(Cl)cc1)Nc1cccc([N+](=O)[O-])c1
14%	COc1ccc(C2Nc3ccccc3C(=O)N2Cc2ccco2)cc1COc1ccc(F)cc1 (stereo not drawn)
-6%	COc1ccccc1NC(=O)CSc1nnc(C2CCCCC2)o1
-4%	COCCn1c(C)cc(C(=O)COC(=O)CCc2ccc(S(=O)(=O)N3CCOCC3)cc2)c1C
-3%	CC(=O)N(C)C1=C(Cl)C(=O)c2ccccc2C1=O
2%	C=CCOc1ccc(/C=C2\SC(=S)N(c3cccc(C(F)(F)F)c3)C2=O)cc1OC
0%	CCOC(=O)c1cc(OC(=O)c2ccccc2)n(-c2ccccc2)n1
-6%	CCOC(=O)C(C)Sc1ncc(OC)c(Sc2ccc(Cl)cc2)n1 (stereo not drawn)
4%	COc1ccccc1NC=C1C(=O)OC(C)(C)OC1=O
-6%	O=C(C1CCN(S(=O)(=O)c2cccs2)CC1)N1CCN(c2ccccc2)CC1
31%	COC(=O)c1c(NC(=O)c2cccs2)sc2c1CCCC2
-2%	CCCN(CCC)S(=O)(=O)c1ccc(NS(=O)(=O)c2ccc(F)cc2)cc1
1%	CCCc1[nH]c(=O)c(C#N)c2c1CCCC2
-16%	Cc1cccc2c1CC(C)(C)N=C2C1=C(O)CC(C)(C)CC1=O
-3%	CC1(C)C=C(c2ccc(O)cc2)CC(C)(C)N1
0%	Cc1ccccc1C(=O)O/N=C/c1c(N2CCOCC2)n(C)c2ccccc12
5%	c1ccc(N2CCN(c3nnnn3-c3ccccc3)CC2)cc1
-12%	NC(=O)CCSc1ccc(Cl)cc1
5%	CCCCn1c2nc3ccccc3nc2c2c(=O)n(CCC(C)C)cnc21
27%	CC1(C)CC2CC(C)(CN2CC(=O)C(C#N)c2ccccc2)C1 (stereo not drawn)
-12%	O=C(NCc1ccccc1)c1ccc2c(c1)C(=O)N(CC1CCCO1)C2=O (stereo not drawn)
-5%	O=C(NCc1cccs1)c1ccccc1
-8%	O=C(NC1CCCC1)c1sc(=S)n2c1[nH]c(=O)c1ccccc12
-10%	CCOC(=O)c1ccc(-n2c(N)c(C(=O)NCc3ccco3)sc2=S)cc1
16%	O=c1/c(=C\c2ccc(O)cc2)sc2n1C(c1ccccc1)C(c1ccccc1)=NN=2 (stereo not drawn)
15%	CN(c1ccc(C(=O)Nc2ccccc2Sc2ccccc2)cc1)S(C)(=O)=O
-9%	O=C(Nc1ccccc1)N1CCN(c2ccccn2)CC1
-17%	CCc1cc2c(N3CCN(c4nnc(CC)s4)CC3)ncnc2s1
-4%	O=C(NCCc1c[nH]c2ccccc12)C1CCN(c2nnc(N3CCCC3=O)s2)CC1
-10%&-1%	CCn1nnnc1-c1ccc(OC)c(S(=O)(=O)Nc2ccc(C)c(C)c2)c1
10%	OC(CN1CCCCC1)CN(c1ccccc1)c1ccccc1 (stereo not drawn)
-6%	O=C(CN1C(=O)CSC1=O)c1ccccc1
-16%	O=C1C(=Cc2c(NCCO)nc3ccccn3c2=O)SC(=S)N1Cc1ccco1
-8%	CCOc1ccc(CNC23CN4CN(CN(C4)C2)C3)cc1
-3%	COC(=O)C(C(=O)Nc1cccc(C)n1)C1CCCCCC1 (stereo not drawn)
-5%	CCOC(=O)Cn1c(=O)c(-c2ccccc2NC)nc2ccccc21
-6%	CSCCC(NC(=O)C1CCC(C)CC1)C(=O)N1CCN(c2ccccn2)CC1 (stereo not drawn)
17%	O=C(CN1C(=O)c2ccccc2C1=O)NC(c1ccccc1)c1ccccc1
-8%	COc1cc(OC)cc(C(=O)Nc2cccc(-c3nc4ccccc4s3)c2)c1
12%	COC(=O)c1cn(CC(=O)NC2CCCCC2)c2ccccc12
-7%	CCOC(=O)COc1ccc(Oc2nc(C)cc(OC)n2)nn1
0%	COCCCn1c(SCc2cccc(OC)c2)nc2cc(OC)c(OC)cc2c1=N
-1%	CC1(C)CC(=O)C(C(c2ccccc2F)C2C(=O)CC(C)(C)CC2=O)C(=O)C1
-6%	CN(C)c1cc(O)c(C(=S)Nc2ccccc2)c(N(C)C)c1

No new results follow: entries from further up.
EphA4 KYL inhibition	SMILES
-10%	CCOC(=O)c1ccc(-n2c(N)c(C(=O)NCc3ccco3)sc2=S)cc1
16%	O=c1/c(=C\c2ccc(O)cc2)sc2n1C(c1ccccc1)C(c1ccccc1)=NN=2 (stereo not drawn)
15%	CN(c1ccc(C(=O)Nc2ccccc2Sc2ccccc2)cc1)S(C)(=O)=O
-9%	O=C(Nc1ccccc1)N1CCN(c2ccccn2)CC1

Other compounds follow:
EphA4 KYL inhibition	SMILES
-12%	CCc1nnc(NC(=O)c2ccncc2)s1
0%	COc1ccc(NC(=O)C(=O)NCCN2CCN(C(=O)c3ccc(C)cc3)CC2)cc1
5%	CCCC(=O)Nc1c(O)c2ccccc2[nH]c1=O
9%	CCC(C)(C)n1nnnc1C(c1cc2cc(OC)c(OC)cc2[nH]c1=O)N1CCc2ccccc21 (stereo not drawn)
-1%	CCC(C)c1ccc(S(=O)(=O)N2CCN(C(=O)COc3ccc4c(C)cc(=O)oc4c3)CC2)cc1 (stereo not drawn)
10%	Cc1ccc(C(=O)NCCCn2ccnc2)cc1[N+](=O)[O-]
-9%	O=C(COc1ccc(Br)cc1)NCc1ccccn1
-30%	CCC(c1nnnn1CCc1ccccc1)N1CCN(C(=O)c2ccco2)CC1 (stereo not drawn)
0%	Cc1ccc(NC(=S)NCC2CCCO2)cc1 (stereo not drawn)
-9%	CS(=O)(=O)N1CCN(C(=O)c2ccc(-c3ccccc3)cc2)CC1
8%	CCOC(=O)c1oc2c(c1C)/C(=N/O)CCC2
1%	CCc1ccc2nc(SCC(=O)N(CC)CC)c(C#N)cc2c1
-9%	O=C(Nc1ccc(Cl)cc1)Nc1ccc2c(c1)N1CCN=C1S2
0%	Cc1ccc(C(=O)n2c(=S)nc3ccccn32)cc1
-12%	O=c1cc(Cn2nnc(-c3ccc(Cl)cc3)n2)nc2sccn12
-5%	CCOc1ccc(-c2nnc(NC(=O)c3ccc(OCC(C)C)c(OC)c3)o2)cc1
-11%	CC(NC(=O)C(=O)NN=C1CCCCCCC1)c1ccccc1 (stereo not drawn)
-13%	Cc1csc(NC(=O)C2CCCN(S(=O)(=O)c3cccnc3)C2)n1 (stereo not drawn)
0%	CC1=C(C(=O)Nc2ccccc2)C2(CCCCC2)C(C#N)=C(SCC(N)=O)N1
14%	O=C(Cn1cc(C(=O)c2ccco2)c2ccccc21)NC1CCCC1
5%	COC(=O)c1c(F)c(F)c(NCCO)c(F)c1F
-8%	O=P(O)(CCc1ccccn1)CN1CCOCC1
-13%	O=S(=O)(Nc1nc2ccccc2nc1N1CCN(c2ccccc2F)CC1)c1ccc(Cl)cc1
-4%	O=[N+]([O-])c1ccc(NCCCNS(=O)(=O)c2ccccc2)c(C(F)(F)F)c1
-4%	CCCCc1c(O)nc(SCC(=O)NC(C)(C)C)n(-c2ccccc2C)c1=O
-17%	COc1ccc(-c2nc(C#N)c(NCc3cccnc3)o2)cc1OC
-8%	Cc1c(NC(=O)C(C)Sc2nnc(-c3ccccc3)o2)c(=O)n(-c2ccccc2)n1C (stereo not drawn)
-6%	Cc1noc(C)c1C(=O)N1CCCc2ccccc21
-6%	COc1ccc(N2CCN(CCNC(=O)C3CCN(S(=O)(=O)c4cccs4)CC3)CC2)cc1
-13%	COc1ccc(C2=Nn3c(nnc3-c3ccco3)SC2)cc1OC
4%	CCCCc1nc2ccccc2c(C(=O)O)c1C
-18%	CCC(C)NC(=O)c1cnn2c(C)c3c(nc12)CCCC3 (stereo not drawn)
-6%	CCCc1cc(C(=O)NCc2cccnc2)no1
-14%&-2%	O=C(OCCN1CCOCC1)c1cccnc1
-14%	CN(C(=O)c1ccncc1)C1CCS(=O)(=O)C1 (stereo not drawn)
16%	Cc1ccc(N(CC(O)Cn2c3ccccc3c3ccccc32)S(C)(=O)=O)cc1 (stereo not drawn)
8%	COc1ccc(/C=N/n2cnnc2)cc1CSc1ccccn1
-29%	COc1ccccc1NC(=O)C(=O)N1N=C(C(C)C)CC1(O)C(F)(F)F (stereo not drawn)
10%	O=C1c2oc3ccccc3c(=O)c2C(c2cccc(Br)c2)N1Cc1ccco1 (stereo not drawn)
-4%	C=CCn1c(CCNC(=O)c2ccccc2F)nnc1SCC(=O)Nc1nc2ccccc2s1
5%	CN(C)c1cc[n+](CC(=O)Nc2ccc([N+](=O)[O-])cc2Cl)cc1
-5%	C=CCC1(O)C(=O)N2C(=C1C(=O)N1CCOCC1)c1ccccc1CC2(C)C (stereo not drawn)
-38%	O=C(CCC1CCCC1)N1CCN(C(=O)c2ccco2)CC1
-8%	CCN(CC(=O)Nc1ccc2c(c1)OCCO2)CC(=O)Nc1cc(C)on1
6%	COc1ccc(-c2nnco2)cc1OC
-8%	CC(=O)N=c1sc2c3ccccc3ccc2n1C
-5%	CCOC(=O)c1ccc(N2CSC3=C(C#N)C(c4ccc(OC)cc4OC)CC(=O)N3C2)cc1 (stereo not drawn)
-12%	Cc1ccnc2c(N3C(=O)C4C5C=CC(C5)C4C3=O)cccc12 (stereo not drawn)
-2%	Cc1ccc(SCc2nnc(NC(=O)c3ccccc3)s2)cc1
19%	O=C(CCCSc1nc2ccccc2[nH]1)N1CCN(c2ccccc2)CC1

The closing 4 records of the part before come first, to join the parts.
EphA4 KYL inhibition	SMILES
-5%	CCOC(=O)c1ccc(N2CSC3=C(C#N)C(c4ccc(OC)cc4OC)CC(=O)N3C2)cc1 (stereo not drawn)
-12%	Cc1ccnc2c(N3C(=O)C4C5C=CC(C5)C4C3=O)cccc12 (stereo not drawn)
-2%	Cc1ccc(SCc2nnc(NC(=O)c3ccccc3)s2)cc1
19%	O=C(CCCSc1nc2ccccc2[nH]1)N1CCN(c2ccccc2)CC1
-23%	Cn1c(C(=O)OC(C(=O)NC2CCCCC2)c2ccncc2)cc2sccc21 (stereo not drawn)
-11%	Cc1ccc(C(O)CN2C3=NCCN3c3ccccc32)cc1 (stereo not drawn)
9%	CN1C(=O)NC(c2cccc(O)c2)C(C(=O)c2cccs2)C1(O)C(F)(F)F (stereo not drawn)
6%	O=C(Nc1cccc(Cl)c1)Nc1nnc(CSCc2ccc(Cl)cc2Cl)s1
8%	COc1ccc(S(=O)(=O)NN=C2CCCCC2)cc1
-4%	Cn1c(NCc2ccccc2)nc2c1c(=O)n(Cc1ccc(Br)cc1)c(=O)n2C
-9%	Cc1cccc(-n2c(C)nc3c(cnn3-c3ccc(F)cc3)c2=O)c1
1%	Cc1cc(C)c(NC(=O)C(C)(C)C)c(Cl)c1
-6%	O=C(O)c1cc2sccc2s1
-12%	C=CCCCC(=O)Nc1ccc(Cl)cc1Cl
-9%	COc1ccc(NC(=O)CSc2nnc(-c3cccs3)n2Cc2ccco2)cc1OC
-2%	COc1ccc(CN2CCCCC2c2cccnc2)c(OC)c1C (stereo not drawn)
-5%	CC(NC(=O)c1cccc2ccccc12)C(=O)O (stereo not drawn)
1%	NCCCC(=O)N1c2ccccc2Sc2ccccc21
-11%	COc1ccc(N2CCN(C(=O)CSc3nnnn3-c3ccc4c(c3)OCCO4)CC2)cc1
-10%	Cc1[nH]c(-c2ccco2)nc1C(=O)O
-4%	COCCCNC(=O)/C=C/c1cccc(Cl)c1
-26%	Cn1nnnc1SCc1nc2ccccc2[nH]1
-10%	COc1ccccc1N1CCN(C(=O)COc2ccc(C)cc2Br)CC1
-17%	COc1ccc(CCNc2cc(N3CCN(S(=O)(=O)c4ccccc4)CC3)ccc2[N+](=O)[O-])cc1OC
5%	Cc1ccc(S(=O)(=O)Nc2cc(NC(=O)CN3CCOCC3)ccc2Cl)cc1
-4%	COc1ccc(Oc2ccccc2C=O)cc1
-6%	N/C(=N/OCC(=O)Nc1cccc2ccccc12)c1nonc1N
6%	COc1ccc(-c2cn3nc4c(nc3n2)CCCC4)cc1
-4%	COCCCNc1nc2c(c(=O)[nH]c(=O)n2C)n1CC(O)COc1cccc(C)c1 (stereo not drawn)
3%	O=C(Nc1ccc(-c2nc3ccccc3[nH]2)cc1)c1ccccc1[N+](=O)[O-]
-13%	COc1ccccc1OCc1csc(NC(=O)c2ccco2)n1
-9%	COc1ccc(CCNC(=O)Cc2cc(OCc3ccccc3)c(OC)cc2[N+](=O)[O-])cc1OC
4%	CCOC(=O)COn1c(=O)c(-c2ccco2)[n+]([O-])c2ccccc21
-2%	O=C(OCC(=O)c1cccs1)c1cccc(C(=O)OCC(=O)c2cccs2)n1
5%	COC(=O)c1c(C)oc2ccc(OCC(N)=O)cc12
-2%	C=CCOc1ccc(/C=C2/C(=O)NN(c3ccc(C)c(Cl)c3)C2=O)cc1OC
-9%	O=C(COC(=O)c1ccccc1NC(=O)c1ccco1)NCc1ccc2c(c1)OCO2
-6%	O=C1COc2ccc(-c3csc(NCC4CCCO4)n3)cc2N1 (stereo not drawn)
-3%	Cc1nc(-c2ccccc2)sc1C(=O)/C=C/c1ccccc1
16%	COc1ccccc1CNC(=O)/C=C/c1cc2c(cc1Br)OCO2
-22%	CSCC[C@H](NC(=O)OC(C)(C)C)C(=O)N1CCC(C(=O)N[C@H](C(=O)O)C(C)C)CC1
7%	OCCSc1nnc(Nc2ccccc2)s1
-14%	CCN1CCN(C(c2ccccn2)c2c(NC(=O)c3ccccc3)sc(C)c2C)CC1 (stereo not drawn)
-2%	CCOC(=O)CC1=CSC2=NS(=O)(=O)CCN12

Shown as a markdown table: entries from further up.
| mol | EphA4 KYL inhibition |
| --- | --- |
| COc1ccccc1CNC(=O)/C=C/c1cc2c(cc1Br)OCO2 | 16% |
| O=C(Nc1ccc(-c2nc3ccccc3[nH]2)cc1)c1ccccc1[N+](=O)[O-] | 3% |
| O=C1COc2ccc(-c3csc(NCC4CCCO4)n3)cc2N1 (stereo not drawn) | -6% |

Not all compounds are listed. The share of hits here may be higher or lower than overall.
